# VP16 counter: counter-screen for ROR gamma inhibitors: Gal4-VP16 reporter; Potency, µM (series often up to 53.6 µM), for inactives: at the highest dose activity, negative = inhibition, actives largely listed as inhibitors; Drosophila S2 Gal4-VP16 UAS-luciferase, luminescence, 20 h; 3.5% of 310,000 active; AID 2546;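 note: Gal4-VP16 expression switched on by copper sulfate through the metallothionein promoter; potency is the fitted concentration of half-maximal effect; % is set by controls: 0 for no effect and ±100 for the full control effect; nearly all actives have a fitted effect of over 50% in size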
# p53 reactivation: re-activators of mutant p53; H1299 p53-A138V BP100-luciferase reporter, luminescence, 24 h; Potency, µM (doses to about 92.2 µM), inactives show at the top dose activity change, positive = activation, most hits filed as activators; 0.063% of 320,000 active; AID 504706; note: potency is the fitted concentration of half-maximal effect; % of control where 0% means no effect; nearly all actives have a fitted effect of over 45% in size
#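 p53-null H1299 cells stably carrying temperature-sensitive p53-A138V and a BP100-luciferase reporter were pinned with compounds (4-point, 1:5 series) and held 24 hrs at 37 deg C. Luminescence was read 10 min after detection reagent.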
# FLuc modulator: counter-screen for miR-21 project: firefly luciferase inhibitors or activators; P08659; purified FLuc, Km substrates, luminescence inhibition; Potency, µM (doses to about 57.5 µM), inactives show at the top dose activity change, negative = inhibition, actives largely listed as inhibitors; 6.9% of 360,000 active; AID 588342;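 note: potency is the fitted concentration of half-maximal effect; plate controls were vehicle for no effect and reference inhibitor for full effect; nearly all actives have a fitted effect of over 55% in size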
# Target sequence (P08659 whole entry, looked up): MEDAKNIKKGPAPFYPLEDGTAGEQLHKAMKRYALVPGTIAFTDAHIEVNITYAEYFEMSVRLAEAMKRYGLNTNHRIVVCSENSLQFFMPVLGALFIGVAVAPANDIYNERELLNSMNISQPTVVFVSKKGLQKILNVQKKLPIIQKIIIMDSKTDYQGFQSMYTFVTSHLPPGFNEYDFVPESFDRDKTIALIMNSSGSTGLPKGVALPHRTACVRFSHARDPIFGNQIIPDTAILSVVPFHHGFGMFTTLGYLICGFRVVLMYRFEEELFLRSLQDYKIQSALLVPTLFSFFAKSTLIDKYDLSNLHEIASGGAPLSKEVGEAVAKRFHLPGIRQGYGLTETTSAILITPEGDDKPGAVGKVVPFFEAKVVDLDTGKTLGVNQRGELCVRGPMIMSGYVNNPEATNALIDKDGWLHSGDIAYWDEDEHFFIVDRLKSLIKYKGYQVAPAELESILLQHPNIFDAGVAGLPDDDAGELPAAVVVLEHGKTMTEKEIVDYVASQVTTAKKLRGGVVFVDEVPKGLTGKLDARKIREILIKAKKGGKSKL
#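 Purified P. pyralis luciferase, 10 nM final, with Km-level 10 uM D-luciferin and 10 uM ATP in 50 mM Tris acetate pH 7.5, 10 mM Mg acetate, 0.01% Tween-20, 0.05% BSA; 6-point qHTS titration about 60 µM downward; luminescence read.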
# RORgamma inh: ROR gamma (mouse) transcription inhibition. Drosophila S2 Gal4-RORgamma UAS-luciferase reporter, 20 h. Potency, µM (doses to about 53.6 µM), for the others: top-dose activity change, negative = inhibition, most hits filed as inhibitors. 5.4% of 310,000 active. AID 2551; note: potency is the fitted concentration of half-maximal effect; % is set by controls: 0 for no effect and ±100 for the full control effect; nearly all actives have a fitted effect of over 60% in size
# Target sequence (P51450 whole entry, looked up, the tested form may be a part): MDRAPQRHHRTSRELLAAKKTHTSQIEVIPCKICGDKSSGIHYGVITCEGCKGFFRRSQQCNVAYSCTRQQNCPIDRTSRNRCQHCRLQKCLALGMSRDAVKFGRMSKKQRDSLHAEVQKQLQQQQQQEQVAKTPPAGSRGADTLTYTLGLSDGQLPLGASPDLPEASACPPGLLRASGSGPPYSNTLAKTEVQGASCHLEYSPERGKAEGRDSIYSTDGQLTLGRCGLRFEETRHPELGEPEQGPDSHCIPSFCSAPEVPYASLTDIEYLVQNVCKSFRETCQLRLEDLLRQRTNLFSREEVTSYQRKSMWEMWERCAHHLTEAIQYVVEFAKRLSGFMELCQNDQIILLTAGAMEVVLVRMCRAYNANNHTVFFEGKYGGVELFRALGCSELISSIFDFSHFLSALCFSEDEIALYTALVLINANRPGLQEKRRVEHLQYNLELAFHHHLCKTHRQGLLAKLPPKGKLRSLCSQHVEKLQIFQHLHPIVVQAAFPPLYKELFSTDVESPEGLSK
#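 Drosophila Schneider cells stably carrying a metallothionein-driven Gal4 DBD–ROR gamma fusion and a UAS-Photinus luciferase reporter were exposed to compound for 1 hr, then induced with copper sulfate (700 uM final) for 20 hr at ambient temperature before luminescence reading.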
# Rab9 promoter act: activates the Rab9 promoter | Huh7 Rab9 promoter-luciferase reporter, luminescence, 24 h | Potency, µM (titrated, usually from 9.22 µM), for the others: at the top dose activation, negative = inhibition, most hits filed as activators | 2.8% of 320,000 active; note: potency is the fitted concentration of half-maximal effect; % of control where 0% means no effect; nearly all actives have a fitted effect of over 60% in size
#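 Using Huh7 cells stably transfected with Rab9 promoter–luciferase, compounds were incubated 24 h at 37 °C, 5% CO2; luciferase luminescence was read 10 min after reagent addition.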
# NPC1 prom act: activates the NPC1 promoter; Potency, µM (doses to about 9.22 µM), for inactives: at the top dose activation, actives largely listed as activators; Huh7 NPC1 promoter luciferase reporter, 24 h; 2.4% of 320,000 active;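 note: potency is the fitted concentration of half-maximal effect; % of control where 0% means no effect; nearly all actives have a fitted effect of over 60% in size; reporter is driven by a mutant NPC1 promoter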
#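 In 1536-well qHTS, Huh7 cells harboring an NPC1 promoter–luciferase construct received compound for 24 h; activation was quantified by luminescence following luciferase reagent addition.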
# TRPV1 ag: activates the human vanilloid receptor TRPV1; activation, % at 8.33 µM; 0.19% of 320,000 active; TRPV1-expressing cells, Fluo-8 calcium influx, agonist mode; AID 540275; Q8NER1; in the data active = activation above about 80%; inconclusive = between about 30% and that limit; note: 0% is about no effect
#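 Fluo-8 calcium influx in TRPV1-expressing cells, kinetic read (ex 480/em 520 nm). Compound added and read 3 min for agonist activity, followed by capsaicin at EC20 final and 2 min further read for enhancement.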
# ELG1 DNA repair: ELG1-dependent DNA repair inhibition; HEK293T ELG1-luciferase reporter, luminescence, 16 h; DNA damage induced by 5-fluorouridine; Potency, µM (highest dose often 46.1 µM), without a hit: top-dose activity change, negative = inhibition, usual class: inhibitors; 2.3% of 330,000 active; AID 504467; note: potency is the fitted concentration of half-maximal effect; % is set by controls: 0 for no effect and ±100 for the full control effect; nearly all actives have a fitted effect of over 55% in size
#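 HEK293T cells expressing luciferase-tagged ELG1 (2,000/well) received 5-Fluorouridine plus compound or DMSO for 16 hr at 37 °C. Luciferase was read by ONE-Glo luminescence after 30 min at room temperature.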
# BRCA1 expr up: BRCA1 expression activation | MCF7-BRCA1-FFLuc reporter, luminescence, 48 h; response scale: scaled: vehicle 0%, 10 µM genistein 100% | AID 624202 | 1.1% of 380,000 active | Potency, µM (highest dose often 46.1 µM), for the others: at the top dose activation, usual class: activators; note: potency is the fitted concentration of half-maximal effect; nearly all actives have a fitted effect of over 80% in size; some results filed as inactive show a strong effect at the top dose
#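 Luminescence from a BRCA1-driven firefly luciferase in MCF7 cells was read after 48 h compound exposure at 37 C. Data normalized against DMSO and a 10microM genistein activation control, then curve-fitted across the titration.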
# ELG1 genotoxic: genotoxicity induction in ELG1-luciferase HEK293T cells; 1.3% of 330,000 active; HEK293T ELG1-luciferase reporter, luminescence, 16 h; Potency, µM (highest dose often 46 µM), for inactives: at the highest dose activity change, positive = activation, hits mostly activators; note: potency is the fitted concentration of half-maximal effect; % of control where 0% means no effect; nearly all actives have a fitted effect of over 60% in size
#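 Reporter readout depends on ELG1 protein level, which increases with genetic stress. After 16 hr compound exposure at 37 °C, luciferase activity was quantified using ONE-Glo.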
# Tb PFK inh: blocks T. brucei phosphofructokinase; Potency, µM (series often up to 57.5 µM), for inactives: top-dose activity, negative = inhibition, most hits filed as inhibitors; 0.17% of 330,000 active; O15648; T. brucei PFK, ADP-Glo luminescence; AID 485367;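 note: potency is the fitted concentration of half-maximal effect; 0% = uninhibited 1x PFK enzyme wells and -100% = no-enzyme wells; nearly all actives have a fitted effect of over 60% in size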
#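 PFK 1.25 nM, F6P 0.5 mM, ATP 0.1 mM, 0.1 M TEA pH 8.0, 5 mM MgCl2, 0.01% Tween20, 0.1% BSA; 45 min RT. ADP-Glo readout. qHTS titration up to 57 uM; curves fitted, compounds curve-classed.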
# * marks the source's active call; other numbers are inactive results; ? = inconclusive; / = no result given; & = joins results of further samples; [ ] = remark or other dose. Unless noted, calls come from the whole dose curve; as a rule, active = well fitted curve in the direction sought with a large enough effect; inconclusive = small, poorly fitted or top-dose-only effect, or another doubt; inactive = no such curve, though single readings can be large; an effect the other way counts as inactive or inconclusive.
SMILES,VP16 counter,p53 reactivation,FLuc modulator,RORgamma inh,Rab9 promoter act,NPC1 prom act,TRPV1 ag,ELG1 DNA repair,BRCA1 expr up,ELG1 genotoxic,Tb PFK inh
CCOC(=O)C1=NNC2(c3ccccc3)C(=O)N(c3cccc(Br)c3)C(=O)C12 (stereo not given),-3.4%,-14.6%,1.5%,12.4%,-2.7%,-1.6%,6.8,-1.5%,-11.9%,-1.8%,-0.2%
Cc1ccc(C(=O)C2=C(O)C(=O)N(Cc3cccnc3)C2c2ccc(Br)cc2)o1 (stereo not given),-4.9%,-6.8%,-0.6%,-13.8%,-1.9%,-1.4%,3.1,3.9%,-6.3%,0.9%,0.6%
O=C(COC(=O)c1ccc(-c2ccc([N+](=O)[O-])cc2)o1)NC(=O)NC12CC3CC(CC(C3)C1)C2,-0.5%,?,2.3%,?,-6.8%,-2.6%,-0.4,-7.8%,47.5%,-1.3%,-2.1%
Cc1cccc(OCCCCCn2ccnc2)c1,9.3%,-1.6%,2.0%,?,-4.7%,-5.0%,/,-6.9%,-13.1%,-0.1%,-0.3%
CN(CC(=O)Nc1ccccc1C(F)(F)F)C(=O)COc1ncnc2sccc12,-5.5%,-11.6%,-1.0%,?,5.5%,1.7%,0.1,16.2%,19.7%,-0.5%,0.2%
CCOC(=O)c1cc2ccc3ccccc3c2s1,-4.8%,25.1µM*,5.36µM*,?,?,?,5.6,?,48.3%,?,3.1%
COCCCNC(=S)NNC(=O)Cn1nc(C)c(Br)c1C,11.2µM*,-12.5%,1.1%,3.16µM*,2.8%,-2.0%,-8.5,4.0%,7.4%,2.3%,-10.5%
COc1ccc(-c2csc(NC(=S)NC(=O)c3cccs3)n2)cc1Br,11.2µM*,-0.4%,1.2%,4.47µM*,-16.1%,-1.3%,-2.3,-11.3%,-55.5%,-2.7%,2.0%
COc1ccccc1OCc1ccc(C(=O)Nc2ccncc2)o1,?,-3.5%,-4.0%,?,-11.9%,-2.9%,12.3,?,6.3%,-7.0%,-19.2%
COCCN1C(=O)N[C@@H](c2ccccc2)C(C(C)=O)=C1C,-7.2%&-6.4%,5.1%,1.2%,-15.1%&8.9%,-2.3%,-3.4%,-0.3,0.8%,11.5%,1.5%,-0.3%
Cc1csc(SCC(=O)NC(=O)NC(C)(C)C)n1,-0.5%[10 µM],-0.5%,2.4%,43.8%,-0.5%,-1.4%,-3.2,1.4%,37.8%,5.4%,-2.8%
COC(=O)CCCNC(=O)c1ccc(OC2CCN(CCc3ccccc3)CC2)cc1,-14.2%,7.2%,0.8%,-3.4%,-2.6%,-2.1%,0.0,-11.6%,2.1%,-3.4%,-2.6%
CN1CCN(C(=S)Nc2cccc(Cl)c2)CC1,3.4%,2.3%,-0.8%,-17.0%,2.6%,1.1%,-8.2,20.5%,0.0%,1.0%,-12.5%
CCOC(=O)C1CCN(C(=O)COc2ccc(C(=O)c3ccccc3)cc2)CC1,/,8.5%,/,/,/,/,/,?,-14.9%,-4.9%,-1.6%
COc1cc2c(cc1OC)CN(C(=O)c1ccc(Cl)c(S(=O)(=O)N3CCCC3)c1)CC2,/,-5.4%,/,/,/,/,/,?,-26.5%,-0.7%,6.4%
C=CCNCCOc1ccccc1-c1ccccc1,-2.0%,-5.3%,-1.7%,11.5%,-5.3%,0.9%,3.3,-7.4%,-21.6%,-0.9%,-2.5%
CCOC(=O)N1CCN(Cc2nc3c(c(=O)n(C)c(=O)n3C)n2Cc2ccccc2C)CC1,4.6%,-12.2%,0.3%,11.1%,11.6%,1.4%,14.4,?,-21.7%,3.0%,1.6%
CC(=N/O)/C(C)=N\NC(=O)c1ccccn1,5.01µM*,4.3%,-19.9%,6.31µM*,?,29.8%,1.8,?,76.4%,?,-13.6%
CC(C)C[C@H](NC(=O)Nc1ccc(S(N)(=O)=O)cc1)C(=O)O,-16.9%,-3.2%,-0.4%,14.1%,1.0%,-11.5%,2.5,0.0%,1.3%,-0.2%,0.6%
COc1ccc(N(C(=O)CCl)C(C(=O)NCCc2ccccc2)c2cccs2)cc1Cl (stereo not given),-81.7%,-21.0%,-5.0%,11.2µM*,-42.3%[inhibitor],-38.9%[inhibitor],28.8,?,-79.4%,-16.2%,12.5%
O=C(Cc1sc(-c2ccccc2)nc1-c1ccccc1)Nc1ccc(Cl)cc1,-41.4%,0.0%,-0.6%,-0.5%,2.5%,-1.0%,-4.7,?,-24.3%,-11.8%,1.3%
Cc1ccc2c(C)c(C(=O)Nc3cccnc3)oc2c1,16.1%,19.4%,6.75µM*,?,?,24.0%,-4.2,?,14.2%,?,-4.8%
CCOC(=O)c1ccc(CNC(=O)CCC(=O)O)cc1,-3.8%,-2.3%,-1.1%,-0.4%,1.4%,-1.7%,-3.9,13.4%,14.1%,2.3%,-1.2%
O=C(Cc1ccccc1[N+](=O)[O-])NC1CCN(Cc2ccccc2)CC1,-1.4%,13.4%,4.9%,-17.9%[1.91 µM],-2.5%,-4.3%,17.7,-0.6%,8.9%,-0.5%,0.1%
COc1ccc(CC2(CO)CCN(S(=O)(=O)c3c(C)nn(C)c3C)CC2)cc1,-0.1%,0.4%,-1.5%,25.2%,-4.4%,-4.1%,5.5,-16.9%,-4.8%,-3.3%,-3.4%
Cc1c(C)n(CCc2ccccc2)c2ncnc(NCCO)c12,-0.2%,6.0%,16.9µM*,3.8%,1.78µM*,3.55µM*,4.8,?,?,?,1.4%
COc1cc(NC(=O)c2cc([N+](=O)[O-])ccc2Br)ccc1NC(=O)c1ccco1,?,-9.6%,-4.1%,?,-10.0%,-4.3%,0.2,25.0%,-32.6%,?,-4.8%
COc1cccc(C(=O)Nc2sc3c(c2C(=O)O)CCCC3)c1,7.3%,?,21.3µM*,29.6%,11.7%,5.2%,0.8,?,10.5%,-1.0%,24.7%
Cc1ccc2sc(NC(=O)C3CC3)nc2c1C,-1.9%,7.6%,16.9µM*,36.6%,?,?,23.7,?,48.3%,?,-2.9%
COc1cccc2sc(/N=C/N(C)C)nc12,17.2%,3.9%,-1.0%,-20.0%,9.1%,8.4%,1.5,?,41.9%,6.1%,4.5%
FC(F)(F)c1cc(-c2ccco2)nc(NCc2cccnc2)n1,14.0%,-8.7%,1.7%,22.6%,3.9%,-3.1%,-2.6,-19.2%,-52.5%,-5.1%,2.6%
COC(=O)C1=C(C(=O)OC)[C@@H]2N(C)c3ccccc3[C@@]23C[C@@H](C(=O)OC)N(C(=O)c2ccc(Br)cc2)C3=N1,-16.6%,-2.4%,-1.5%,44.9%,-7.9%,-1.7%,?,?,-31.3%,-10.3%,-3.7%
Cc1cc(NC(=O)c2cc(-c3cccs3)on2)no1,-14.3%,20.5%,?,-9.3%,-3.4%,-1.5%,?,/,11.6%,/,-1.2%
Cc1ccc(NC(=O)C2CCCN2C(=O)NCc2ccccc2)cc1 (stereo not given),1.0%,7.1%,10.5%,0.6%,-6.4%,-8.1%,2.6,12.0%,-0.9%,1.5%,0.9%
Cc1cc(C(=O)CSc2nnc(-c3ccccc3)n2-c2ccccc2)c(C)n1-c1ncn[nH]1,1.2%,-16.7%,-1.0%,-8.8%,-10.3%,3.6%,-0.3,?,-18.4%,4.2%,2.7%
CC1Cc2ccccc2N1C(=O)CSc1nnc(C2CC2)n1C (stereo not given),1.9%,0.3%,0.0%,7.4%,-4.3%,-3.1%,-2.0,9.1%,-5.4%,0.5%,1.2%
Cc1ccc(S(=O)(=O)NC(=O)c2ccc(Br)o2)cc1,-26.4%&1.4%,5.5%,3.6%,2.2%&8.2%,-7.2%,-3.3%,-2.5,7.4%,0.0%,4.1%,-0.7%
C=CCSC1=N/C(=C\C=C\c2ccco2)C(=O)S1,1.5%,3.9%,13.5µM*,11.0%,2.0%,5.8%,-2.5,8.3%,-6.7%,1.3%,16.9µM*
O=C(c1ccco1)N1CCN(c2c([N+](=O)[O-])nn(-c3cccc(Cl)c3)[n+]2[O-])CC1,-2.6%[10 µM],5.0%,-6.0%,?,-1.8%,-6.3%,3.8,?,-37.2%,-0.7%,-0.9%
Cc1cc(C)n2nc(C(=O)OCC(=O)NCc3ccc(Cl)cc3)nc2n1,/,0.9%,3.7%,/,1.7%,-1.7%,-1.2,13.2%,-5.9%,3.9%,-0.9%
